RBBP9 inhibitor – inhibitors of human serine hydrolase RBBP9; inhibition, % at 7.94 µM; 220,000 tested, 0.2% active; recombinant RBBP9, FP-Rh probe fluorescence polarization;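 active = inhibition above the campaign mean of all tested compounds plus 3 SD, cut at about 14% in these data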;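 also: plate controls were DMSO wells with RBBP9 for no effect and wells lacking RBBP9 protein for full effect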
Target sequence (O75884 whole entry, looked up): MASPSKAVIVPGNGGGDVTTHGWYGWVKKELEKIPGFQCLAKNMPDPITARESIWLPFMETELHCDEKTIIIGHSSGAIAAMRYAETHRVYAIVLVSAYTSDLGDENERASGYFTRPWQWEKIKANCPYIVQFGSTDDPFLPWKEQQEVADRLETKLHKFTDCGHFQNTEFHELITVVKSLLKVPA
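system = RBBP9 protein | input = RBBP9 at 2.5 µM in dispensed solution, before mixing | measured by = fluorescence polarization (mP), excitation 525 nm, emission 598 nm | incubation = enzyme-compound preincubation 30 min, then probe labeling 45 min, 25 °C | buffer or medium = Tris-NaCl-Pluronic buffer, pH 8.0 | compound = single dose 7.94 µM | also added = FP-Rh probe, 375 nM dispensing solution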
Runt-CBFb FRET – Runt domain-CBFb interaction inhibition. Q01196+Q13951. Cerulean-Runt/Venus-CBFb FRET ratio 530/480, 1 h. inhibition, % at 20 µM. 220,000 tested, 0.46% active. AID 1496;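 active = inhibition over about 50% at 20 µM in the single-dose screen, limit read from the data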;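 also: 0% = DMSO wells and 100% = excess unlabeled CBFb competitor control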
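Doses: 20 µM compound in 1% DMSO | Material: Cerulean-labeled Runt domain protein | Amount: Each fluorescent fusion protein 100 nM | Schedule: Two 1 h room-temperature incubations shielded from light | Measured by: FRET fluorescence | Evaluation: Loss of energy transfer signal | Controls: Unlabeled CBFb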
NPY Y1 blocker – blocks the human neuropeptide Y Y1 receptor; P25929; inhibition, % at 3.6 µM; 200,000 tested, 1% active; AID 1040; HEK293-CNG Y1 cells, membrane potential fluorescence; NPY at EC95, then isoproterenol;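 active = inhibition above the campaign mean inhibition of all tested compounds plus 3 SD, cut at about 20% in these data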;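 also: 0% = DMSO wells given NPY plus isoproterenol and 100% = isoproterenol alone without NPY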
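Material: HEK293 Y1/CNG channel cell line | Also added: NPY (25 nM), isoproterenol (1 µM), Ro 20-1724 (25 µM) | Compound: One concentration, 3.6 µM, in 0.4% DMSO | Schedule: 3 h dye uptake, 1 h room-temperature compound, 45 min post-isoproterenol | Signal: Membrane-potential fluorescent dye readout | Read-out: % inhibition of NPY effect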
NPY2 pot ag – human NPY-Y2 potentiation or agonism, primary screen | P49146 | cells expressing NPY-Y2, potentiator/agonist read-out | activation, % at 3.6 µM | 220,000 tested, 0.45% active; in the data active = activation above about 27%;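 also: cells stimulated with NPY near EC25 plus isoproterenol at EC100; 0% = vehicle plus submaximal agonist and 100% = vehicle plus saturating agonist; some results beyond the cut were filed as inactive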
p97 inhibitor – blocks human p97 ATPase activity. P55072. inhibition, % at 8 µM. recombinant p97 ATPase, Kinase-Glo ATP luminescence, 3 h. AID 1481. 220,000 tested, 0.42% active; in the data active = inhibition above about 15%;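 also: 0% = DMSO vehicle and 100% = wells lacking enzyme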
Target sequence (P55072 whole entry, looked up): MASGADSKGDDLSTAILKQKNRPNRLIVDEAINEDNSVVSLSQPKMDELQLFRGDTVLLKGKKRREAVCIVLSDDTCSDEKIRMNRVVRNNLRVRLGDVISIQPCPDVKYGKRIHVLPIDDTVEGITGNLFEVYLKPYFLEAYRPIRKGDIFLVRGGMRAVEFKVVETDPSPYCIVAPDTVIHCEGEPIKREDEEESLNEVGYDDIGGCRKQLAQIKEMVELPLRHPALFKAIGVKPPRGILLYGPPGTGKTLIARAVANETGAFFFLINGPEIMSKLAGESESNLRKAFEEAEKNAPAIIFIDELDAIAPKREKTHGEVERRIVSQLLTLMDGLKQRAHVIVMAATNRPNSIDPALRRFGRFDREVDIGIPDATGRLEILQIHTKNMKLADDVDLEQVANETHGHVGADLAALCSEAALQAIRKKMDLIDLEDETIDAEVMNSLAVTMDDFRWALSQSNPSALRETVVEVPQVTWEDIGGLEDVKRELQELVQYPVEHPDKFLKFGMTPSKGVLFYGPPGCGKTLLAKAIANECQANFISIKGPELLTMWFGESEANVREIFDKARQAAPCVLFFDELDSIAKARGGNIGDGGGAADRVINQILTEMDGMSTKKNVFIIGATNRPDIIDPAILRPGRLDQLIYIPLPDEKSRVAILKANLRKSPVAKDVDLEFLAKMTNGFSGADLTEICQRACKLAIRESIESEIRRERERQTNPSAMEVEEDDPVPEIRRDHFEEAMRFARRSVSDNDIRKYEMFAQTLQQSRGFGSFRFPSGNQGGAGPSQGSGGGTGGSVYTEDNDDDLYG
Hck-Nef inh – human Hck-Nef kinase inhibition; AID 463187; 220,000 tested, 0.68% active; Recombinant Hck-YEEI plus Nef, Z-Lyte FRET kinase assay; inhibition, % at 20 µM; P08631;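 active = Hck-Nef kinase inhibition above about 50%, limit read from the data; inactive = inhibition below that limit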;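 also: 0% = DMSO with Hck plus Nef and 100% = Hck alone without Nef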
NPY-Y1 PAM-ag – human NPY-Y1 potentiation or agonism, primary screen | P25929 | NPY-Y1 expressing cells, potentiator/agonist activation | 220,000 tested, 0.37% active | activation, % at 3.6 µM | AID 1304; in the data active = activation above about 33%, passing the limit was not always enough;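 also: cells stimulated with NPY at EC10 then isoproterenol at EC100; 0% = low agonist plus stimulus and 100% = saturating agonist plus stimulus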
MDM2 E3 inh – inhibitors of human Mdm2 E3 ubiquitin ligase | Q00987 | cell-based MDM2 ubiquitination luciferase reporter, 2 h; 0 = plate control, 100 = twice control, blank-subtracted | signal enhancement, % at 5 µM | 210,000 tested, 0.11% active | AID 1230;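 active = signal enhancement of 30% or more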;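 also: luminescence tracks abundance of the self-degrading MDM2-luciferase fusion protein; higher signal means inhibition of MDM2 E3 ligase activity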
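Material: Stable MDM2–luciferase fusion reporter cells | Amount: 2000 cells seeded into each well | Dosing: One concentration, 5 µM, with 0.2% DMSO | Incubation: 4 h cell settling then 2 h compound exposure, 37 °C | Measured by: Luciferase luminescence | Read-out basis: % enhancement relative to plate controls after blank subtraction | Benchmarks: Control and blank well means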
Runt-SMMHC FRET – inhibitors of human RUNX1 Runt domain binding to CBFb-SMMHC; Q01196+Q13951; Cerulean-Runt/Venus-CBFb-SMMHC FRET ratio 530/480, 1 h; inhibition, % at 20 µM; 220,000 tested, 0.74% active; AID 1434;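 active = mean inhibition across duplicate retests at 20 µM reaching about 50%, limit read from the data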;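 also: 0% = DMSO wells and 100% = wells with excess untagged CBFb-SMMHC; inhibitors lower the FRET ratio by blocking Runt binding to CBFb-SMMHC; some results filed as inactive read as strong as hits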
* marks the source's active call; other numbers are inactive results; . = no result given.

Sequence of screens: RBBP9 inhibitor	Runt-CBFb FRET	NPY Y1 blocker	NPY2 pot ag	p97 inhibitor	Hck-Nef inh	NPY-Y1 PAM-ag	MDM2 E3 inh	Runt-SMMHC FRET
> O=C(Nc1ccc(NC(=O)C23CC4CC(CC(C4)C2)C3)cc1)c1cc(F)c(F)cc1Cl
    -8	-2	3	14	1	3	-11	-10	-8
> COc1ccc(CCNC(=O)c2ccc(CNc3c(N4CCOCC4)c(=O)c3=O)cc2)cc1OC
    -4	4	1	-14	3	1	2	-11	2
> O=C(CCS(=O)(=O)c1cccc2nonc12)N1CC(=O)N(CCc2ccccc2)C(=O)C1
    4	0	-3	4	-2	1	-7	-1	1
> COc1ccc2c(c1OC)C(=O)N1N=C(c3ccc(-c4ccccc4)cc3)CC21 (configuration not stated)
    3	-3	3	3	4	1	8	-2	-7
> CCOC(=O)c1c(C)n(CC(COC(C)=O)OC(C)=O)c2ccc(OC(C)=O)cc12 (configuration not stated)
    -6	-2	2	-4	1	1	-21	-14	2
> O=C(CSc1nc2ccccc2n1S(=O)(=O)c1cccc([N+](=O)[O-])c1)NCc1cccs1
    -5	0	4	-18	-1	1	-39	-7	-1
> CCC(C)OC(=O)C(C)Oc1ccc(-c2ccccc2)cc1 (configuration not stated)
    -1	-1	2	-10	-6	1	-26	-11	-4
> O=C(c1ccc(-c2cc3ccccc3oc2=O)cc1)N1CCN(c2ccc(Cl)cc2[N+](=O)[O-])CC1
    -8	1	-1	5	3	3	15	8	1
> CCCn1c(SCC(=O)Nc2cc(S(=O)(=O)N(C)C)ccc2OC)n[nH]c1=O
    -3	0	-2	4	3	-5	-11	2	-1
> Cn1c(=O)c(=O)n(C)c2cc(S(=O)(=O)N3CCN(Cc4ccccc4)CC3)ccc21
    -6	2	4	25	6	8	7	5	1
> CCN(CC)C(=S)Nc1ccc(Cl)c(Cl)c1
    -13	-2	-3	10	-4	-1	-11	-60	5
> CC1(C)Cc2cccc(OCC(=O)NC3CC3)c2O1
    -2	4	4	-14	-4	5	-2	-20	0
> O=C(Cc1ccccc1)NC(=S)Nc1ccc(N2CCCCC2)cc1
    -7	0	6	-3	-1	8	5	1	1
> CCOC(=O)c1cc(CC)sc1/N=C/C1=C(O)CCCC1=O
    -1	8	-3	21	2	8	20	12	5
> COc1ccc2nc(SCC(=O)c3ccco3)[nH]c2c1
    -6	0	-1	7	3	1	8	-13	4
> CC(C)CNC(=O)C1CC(=O)OC12CCCCC2 (configuration not stated)
    -4	0	5	-16	-5	0	-4	-5	7
> N#C/C(=C\c1ccc[nH]1)C(=O)NC1CC1
    -1	1	2	7	1	3	-11	-1	-4
> c1ccc2nc3c(cc2c1)CCCCCC3
    -5	2	0	6	2	1	0	-12	-1
> COc1ccccc1C(OC(=O)c1cccs1)C(=O)NCc1ccco1 (configuration not stated)
    -12	0	12	5	-2	-2	10	-12	-4
> O=P(CCNCc1ccco1)(c1ccccc1)c1ccccc1
    -5	0	5	-4	0	0	6	-4	7
> CCOc1ccc(N(CC(=O)Nc2cccc(F)c2)S(=O)(=O)c2c(C)noc2C)cc1
    -7	1	-4	13	-7	0	16	-17	1
> Cc1ccccc1NC(=O)NCc1ccc2c(c1)OCO2
    1	0	3	-3	6	20	11	-11	-1
> O=C(CCN1C(=O)/C(=C\c2ccccc2Cl)SC1=S)N1CCN(c2ccccc2)CC1
    -1	0	1	0	7	8	-5	1	-4
> O=C(c1cc(-c2cccc(O)c2)on1)N1CCCCC1
    -9	0	-3	-8	-2	-3	-12	-28	1
> COc1ccc(C(=O)NCC(=O)OCc2ccc(F)cc2)cc1
    -4	0	-3	7	0	6	-4	-9	-1
> Cc1cc(C)c(S(C)(=O)=O)c(Oc2cccc(C(F)(F)F)c2)n1
    -2	-2	14	-1	1	4	-9	-10	3
> COc1ccc(OC)c(Nc2cc(-c3ccccc3)nc(N)n2)c1
    0	2	42*	-7	2	1	-33	-46	-2
> COC(=O)c1cc(CSc2nnc(-c3ccccc3)c(-c3ccccc3)n2)oc1C
    -6	1	17	17	-1	0	11	-50	-4
> COc1ccc(C(C(=O)NC2CCCCC2)N(C(=O)CCl)c2ccccc2Cl)cc1 (configuration not stated)
    -5	2	0	8	0	-1	-2	.	-1
> Cc1c(C(=O)OC(C)C(C)C[N+](C)(C)C)oc2ccccc12 (configuration not stated)
    -7	-23	2	-9	-2	0	-14	-5	3
> O=C(COC(=O)c1ccccc1Nc1cccc(C(F)(F)F)c1)NCc1ccco1
    -8	3	-4	-3	-6	1	-40	-24	6
> COc1ccc(Cl)cc1C(=O)N(Cc1nc(-c2cccc(C)c2)no1)C(C)C
    -10	-7	-1	20	-19	0	18	-16	-1
> CCOc1ccc(NC(=O)CN(C)C(=O)C2CCCC2)cc1OCC
    1	1	10	6	2	12	-1	-4	0
> COc1ccc(S(=O)(=O)N2CCC(N3CCN(c4ccccc4)CC3)CC2)cc1
    -4	-1	-6	-5	-8	-1	13	-8	1
> CNC(=O)c1cn(-c2ccc(Cl)cc2)c(=O)c2ccccc12
    -10	0	-1	-2	3	-4	-13	-14	0
> O=c1cc(-c2c(F)c(F)c(F)c(F)c2F)oc2ccccc12
    4	-2	10	-17	3	8	-17	-17	2
> COc1ccc(S(=O)(=O)N(C)Cc2cccs2)cc1Br
    -10	2	6	2	-5	-23	11	-6	-6
> COc1ccc(C)cc1Nc1nc(-c2c(C)[nH]c3ccccc23)cs1
    2	28	-3	4	8	10	18	-9	12
> CC(C)C[C@H](NC(=O)CCCn1nnc2ccccc2c1=O)C(=O)O
    -7	1	.	-22	1	22	-11	-6	0
> O=C(NCCc1csc(-c2cccnc2)n1)c1ccc(Cl)cc1
    5	-1	-4	1	0	9	-8	-3	-2

Part of the list above, field by field:
> COc1ccc(S(=O)(=O)N(C)Cc2cccs2)cc1Br
  RBBP9 inhibitor = -10	Runt-CBFb FRET = 2	NPY Y1 blocker = 6	NPY2 pot ag = 2	p97 inhibitor = -5	Hck-Nef inh = -23	NPY-Y1 PAM-ag = 11	MDM2 E3 inh = -6	Runt-SMMHC FRET = -6

> O=c1cc(-c2c(F)c(F)c(F)c(F)c2F)oc2ccccc12
  RBBP9 inhibitor = 4	Runt-CBFb FRET = -2	NPY Y1 blocker = 10	NPY2 pot ag = -17	p97 inhibitor = 3	Hck-Nef inh = 8	NPY-Y1 PAM-ag = -17	MDM2 E3 inh = -17	Runt-SMMHC FRET = 2

> O=C(c1cc(-c2cccc(O)c2)on1)N1CCCCC1
  RBBP9 inhibitor = -9	Runt-CBFb FRET = 0	NPY Y1 blocker = -3	NPY2 pot ag = -8	p97 inhibitor = -2	Hck-Nef inh = -3	NPY-Y1 PAM-ag = -12	MDM2 E3 inh = -28	Runt-SMMHC FRET = 1

Additional structures:
Sequence of screens: RBBP9 inhibitor	Runt-CBFb FRET	NPY Y1 blocker	NPY2 pot ag	p97 inhibitor	Hck-Nef inh	NPY-Y1 PAM-ag	MDM2 E3 inh	Runt-SMMHC FRET
> Cc1cc(C)n(-c2nc3ccccc3nc2N2CCCCCC2)n1
    -3	7	9	4	-7	8	1	12	15
> Cn1c(NC(=S)Nc2ccccc2)nc2ccccc21
    -7	-5	-2	-7	5	1	13	-33	-2
> Nc1nonc1C(=O)NCCNC(=O)c1cccs1
    -10	0	1	1	7	14	9	-15	2
> Cn1c(=O)c2c(nc(N3CCN(Cc4ccccc4)CC3)n2CCCc2ccccc2)n(C)c1=O
    -1	-3	6	2	-13	1	-5	-4	-6
> Cc1ccc(-c2nn(-c3ccccc3)cc2C=C2C(=O)CC(C)(C)CC2=O)cc1
    -9	.	-10	3	3	1	2	-10	29
> COc1ccc(NC(=O)c2coc3ccccc23)cc1OC
    -6	-1	-4	-2	4	1	2	-5	3
> O=c1c2ccc(Cl)cc2[nH]c(=S)n1Cc1cccnc1
    -10	3	7	-8	-6	-3	-8	-10	-4
> OC(COc1ccc2c(c1)CCC2)CN1CCN(c2ccccc2F)CC1 (configuration not stated)
    -8	-1	26*	-30	-3	0	-25	-11	-4
> CN(CCOc1ccc(-c2ccn(S(=O)(=O)c3c(Cl)cccc3Cl)n2)cc1)c1ccccn1
    -9	-1	7	-7	1	-1	-3	1	5
> COc1cccc(C(=O)C2CCCN(Cc3cn[nH]c3C3CCCCC3)C2)c1 (configuration not stated)
    1	2	4	-19	-2	3	-11	-13	-1
> O=C(CSc1nc2ccsc2c(=O)n1Cc1ccc(C(=O)O)cc1)NCc1ccco1
    4	-2	5	-5	5	-2	-12	-11	0
> CCCCN1C(=O)C(=O)N(CC(=O)NC2CCCc3ccccc32)C1=O (configuration not stated)
    2	0	-1	-15	3	-15	-25	-3	23
> CCCCCC(=O)N(CN1C(=O)CCC1=O)c1ccccc1
    -5	1	3	10	4	0	4	-9	-4
> CCCN1CCC(=NNc2ccc(S(=O)(=O)N3CCOCC3)cc2[N+](=O)[O-])CC1
    -4	1	-1	4	3	1	24	-12	-8
> CC1Cc2ccccc2N1C(=S)Nc1cccc(S(=O)(=O)N(C)C)c1 (configuration not stated)
    -6	7	4	-4	1	22	5	2	2
> O/C(=C\Sc1nnc(Cc2ccccc2)o1)c1ccc(Br)cc1
    -2	-3	5	-11	2	8	21	-34	3
> COc1ccc(-c2ccc(Nc3ccc(C(=O)N4CCOCC4)cc3)nn2)cc1OC
    -2	-1	2	-8	-9	9	-6	.	3
> Cc1ccc(C)c(N2CCN(c3nc4ccccc4c(=O)n3Cc3ccccc3)CC2)c1
    -2	2	30*	-6	0	4	-31	-12	4
> CCc1ccc(N2CCN(C(=O)N3CCOCC3)CC2)cc1
    1	-1	-3	-4	6	-22	0	-10	0
> COCC(=O)OC/C(O)=C(\C#N)c1nc2ccccc2[nH]1
    -6	3	.	10	9	8	2	0	7
> Cc1ccc2c(c1)NC(=O)C(CC(=O)N(C)Cc1ccccc1)O2 (configuration not stated)
    -8	3	4	8	-5	0	7	1	4
> COc1ccc(CCNC(=O)C/C(C)=N/NC(=O)c2ccc(N)cc2)cc1OC
    -3	-1	7	-4	1	0	-12	-14	3
> COc1cc2c(cc1O)CC[n+]1cc3c(OC)c(OC)ccc3cc1-2
    5	3	-5	7	8	-5	-14	.	6
> CCOc1ccc(NC(=O)C2CCN(S(=O)(=O)c3cccnc3)CC2)cc1
    -15	1	2	-10	-3	3	1	-12	6
> CC1CCCC(NC(=O)COC(=O)c2ccc(S(=O)(=O)N3CCOCC3)cc2)C1C (configuration not stated)
    1	-2	-7	10	3	2	5	.	1
